E-sel TNF inh: TNF alpha driven E-selectin expression inhibition; inhibition, % at 2 µM; 120,000 tested, 0.71% active; HUVEC TNFa-induced E-selectin immunofluorescence, high content; AID 1246;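 active = inhibition above the batch mean plus 3 SD, and confirmed as a hit on visual image review, cut at about 43% in these data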;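 also: 0% = TNF-stimulated DMSO wells and 100% = unstimulated control wells; not every result past the cut was called active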
GALR2 antag: GALR2 (human) receptor antagonism | O43603 | inhibition, % at 4 µM | AID 828 | GALR2-expressing cells, antagonist mode | 140,000 tested, 0.39% active; in the data active = inhibition above about 27%;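 also: cells stimulated with galanin 1-16 at roughly its EC80; 0% = agonist challenge control and 100% = basal control without agonist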
Target sequence (O43603 whole entry, looked up): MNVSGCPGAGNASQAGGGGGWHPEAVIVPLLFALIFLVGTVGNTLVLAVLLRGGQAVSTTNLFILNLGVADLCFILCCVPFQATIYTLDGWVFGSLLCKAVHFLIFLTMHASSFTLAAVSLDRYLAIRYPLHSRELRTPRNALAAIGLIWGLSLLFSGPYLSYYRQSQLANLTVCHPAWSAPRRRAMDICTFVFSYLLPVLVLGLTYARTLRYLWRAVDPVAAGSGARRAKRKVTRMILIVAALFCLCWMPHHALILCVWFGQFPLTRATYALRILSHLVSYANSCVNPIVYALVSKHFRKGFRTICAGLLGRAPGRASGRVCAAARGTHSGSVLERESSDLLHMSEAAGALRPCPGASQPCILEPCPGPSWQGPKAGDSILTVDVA
NPY-Y2 antag: antagonists of human neuropeptide Y receptor Y2. P49146. NPY-Y2 expressing cells, antagonist mode. inhibition, % at 2.7 µM. 140,000 tested, 0.99% active; in the data active = inhibition above about 17%;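 also: 0% = vehicle with agonist challenge and 100% = reference antagonist with challenge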
Target sequence (P49146 whole entry, looked up): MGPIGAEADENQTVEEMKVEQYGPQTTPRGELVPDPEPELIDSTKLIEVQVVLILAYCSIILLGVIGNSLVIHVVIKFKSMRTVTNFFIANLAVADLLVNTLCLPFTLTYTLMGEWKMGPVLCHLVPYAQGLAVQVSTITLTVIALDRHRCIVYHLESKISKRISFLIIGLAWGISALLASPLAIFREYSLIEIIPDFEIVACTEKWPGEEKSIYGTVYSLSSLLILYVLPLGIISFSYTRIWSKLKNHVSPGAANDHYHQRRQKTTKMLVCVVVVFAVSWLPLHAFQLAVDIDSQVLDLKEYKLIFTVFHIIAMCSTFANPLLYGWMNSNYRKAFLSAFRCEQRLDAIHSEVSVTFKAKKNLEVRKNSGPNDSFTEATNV
Phagocyt inh: macrophage phagocytosis inhibition | J774A.1 macrophage IgG-bead phagocytosis, imaging | 110,000 tested, 0.07% active | inhibition, % at 5 µM | AID 1029;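 active = inhibition above the mean of the plate negative controls plus 5 SD, cut at about 13% in these data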;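 also: phagocytic index as fraction of beads internalized from green versus red external bead signal; plate controls were DMSO negative control for no effect and cytochalasin-D positive control for full effect; some results beyond the cut were filed as inactive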
HCT116 bCat-KO: beta-catenin-lacking colon tumor cell growth suppression; HCT116 beta-catenin knockout viability, CellTiter-Glo, 60 h; stronger effect = lower value; viability, % at 10 µM; 140,000 tested, 1.5% active; AID 818;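 active = viability at or under a set limit, the compound median less 4 SD, cut at about 6% in these data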;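 also: 0% = Hyamine 1622 control at 20 µM and 100% = untreated cell control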
Yeast life ext: yeast lifespan extension. S. cerevisiae growth with nicotinamide, OD615; deaD strain in restrictive glucose medium. 130,000 tested, 0.68% active. AID 775. inhibition of the nicotinamide effect, % at 10 µM;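 active = inhibition above a set limit, placed 3 SD over the median of all compounds, cut at about 26% in these data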;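 also: 0% = nicotinamide-treated wells and 100% = cells grown without nicotinamide; some compounds called inactive have numbers as strong as hits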
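Buffer or medium: CSMM-D glucose medium, restrictive; test system: modified budding yeast, DeaD strain; compound: single dose 10 µM compound, 0.25% DMSO; schedule: culture preincubation 4 h, compound exposure 48 h, both 30 °C; detection: optical density (absorbance) at 615 nm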
MRP-1 activ: MRP-1 activation | H69AR cells + doxorubicin, viability rescue, CellTiter-Glo | viability increase, % at 10 µM | 140,000 tested, 0.61% active | AID 799;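 active = viability gain under doxorubicin at or above a set limit, the compound median plus 3 SD, cut at about 4.7% in these data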;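 also: MRP-1 overexpressing cells given doxorubicin 25 µM after compound pretreatment; 18-22 h compound pretreatment then 72 h with doxorubicin before readout; 0% = doxorubicin-only wells and 100% = vehicle-treated cells without doxorubicin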
Yeast growth inh: yeast BB579 growth reduction in restrictive medium. S. cerevisiae BB579 growth, OD615, 48 h. inhibition, % at 10 µM. 140,000 tested, 0.51% active;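 active = inhibition above a set limit, 3 SD over the mean compound inhibition, cut at about 44% in these data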; also: inactives centre near -24
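Assay system – yeast BB579 (DeaD) · Dosing – single compound dose of 10 µM, 0.25% DMSO final · Detection – OD615 turbidity measurement · Buffer or medium – CSMM-D restrictive synthetic medium containing dextrose (glucose) · Benchmarks – positive control amphotericin B 10 µg/mL · Incubation – 48 h exposure, 30 °C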
HCT116 PTEN-null: suppresses growth of cells with PTEN deletion | viability, % at 10 µM | 140,000 tested, 1.2% active | HCT116 PTEN-null viability, CellTiter-Glo, 60 h; stronger effect = lower value | AID 827;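 active = viability at or below a set limit, 4 SD under the median of all tested compounds, cut at about 3.7% in these data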;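 also: PTEN knockout HCT116 line with beta catenin targeted HCT116 as companion control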
Measles CPE: protection of cells from measles virus; 140,000 tested, 1.5% active; AID 841; Measles virus-infected cells, CPE protection, absorbance; protection (pct of control), % at 4 µM; in the data active = protection mostly above about 24%, no sharp cut-off; inactive = mostly below about 26%; also: some compounds called inactive have numbers as strong as hits
An asterisk follows results filed as active; . = not tested or not shown; & = joins results of further samples.

SMILES	E-sel TNF inh	GALR2 antag	NPY-Y2 antag	Phagocyt inh	HCT116 bCat-KO	Yeast life ext	MRP-1 activ	Yeast growth inh	HCT116 PTEN-null	Measles CPE
Cc1ccc(N2CC(C(=O)Nc3nccs3)CC2=O)cc1Cl (stereo not given)	.	-0.4	-0.5	-1.0	61.5	-8.7	-1.1	-33.7	51.4	4.3
Cc1ccc(CN2CCCNC2=O)cc1	15.6	17.4	2.3	-0.7	102.0	-6.8	-0.8	-21.4	103.8	6.3
O=C(NC1CCSC1=O)c1ccc(Cl)cc1 (stereo not given)	-4.9	-0.8	4.5	-2.2	98.1	-5.3	1.1	-40.6	118.4	13.2
CCCCNC(=O)C1C2C=CC(C2)C1C(=O)O (stereo not given)	.	6.0	5.8	-4.3	88.0	0.2	-0.1	-38.9	94.7	38.0*
Cc1cc(C)cc(CC2CC(=O)N(c3ccc(Cl)cn3)C2=O)c1 (stereo not given)	-0.8	1.8	9.2	-1.2	110.0	42.8*	-0.4	-24.7	110.0	12.0
COC(=O)C(O)(NC(=O)OCc1ccccc1)C(F)(F)F (stereo not given)	5.5	4.2	-0.8	-0.4	96.4	-12.7	1.0	-24.8	99.3	18.3
O=C(N1CCCCCC1)N1CCN(S(=O)(=O)c2ccccc2)CC1	8.2	-11.5	5.5	-0.6	91.4	6.5	-2.8	-45.2	93.8	27.5
O=C(NCCc1ccccc1)C(=O)NC1CCCCC1	39.4	-0.3	3.0	0.8	79.1	-19.2	-2.8	-6.7	85.7	2.4
CN(C)S(=O)(=O)c1ccc(C(=O)NCc2ccccc2)cc1	.	3.3	-0.9	-1.3	109.3	-1.5	-0.5	-53.3	100.8	24.8
O=C(O)CSC1CC(=O)N(c2cccc(Cl)c2)C1=O (stereo not given)	-9.6	3.4	0.0	1.8	88.1	.	0.5	4.4	91.3	11.7
O=C(O)CCC(=O)Nc1sc2c(c1C(=O)Nc1cccc3ccccc13)CCCCC2	1.1	6.6	3.9	-3.5	92.8	30.1*	-3.6	-19.0	94.8	18.3
O=C(c1ccco1)N1CCN(C(=O)N2CCOCC2)CC1	.	3.6	1.2	1.2	97.4	-2.2	-0.7	-25.1	95.5	10.6
Cc1nn(-c2ccccc2)c(C)c1C(=O)NCc1ccc(F)cc1	.	-5.4	-0.8	-12.1	81.1	6.2	-1.1	-14.6	99.2	7.7
CCOc1ccccc1NC(=O)NC1CC2CCCC(C1)N2Cc1nnnn1CCc1ccccc1 (stereo not given)	-22.2	11.5	3.4	-0.9	95.6	-4.6	0.3	-9.2	89.0	6.6
CCOc1cc(CNCc2ccncc2)cc(Br)c1OCc1ccc(F)cc1	-73.8	8.2	3.0	-0.6	88.0	-21.0	-0.9	-5.7	90.7	22.7
CCOC(=O)Cn1c(CN2CCc3ccccc3C2)nc2c1c(=O)n(C)c(=O)n2C	-36.8	7.1	4.4	0.2	86.0	10.5	-4.2	-24.7	84.1	2.7
CCOC(=O)c1ccc(N=c2sc(C(=O)OC)cc(=O)n2C2CC2)cc1	15.4	-7.5	1.0	.	69.8	-15.5	-1.6	-30.6	66.2	2.5
CSCC[C@H](NC(=O)NCCc1ccc(F)cc1)C(=O)O	4.5	-1.5	-0.8	-0.7	108.2	-10.7	0.1	-37.8	99.9	1.8
CC(C)(C)NC(=O)C(c1ccncc1)N(Cc1cccs1)C(=O)Cn1nnc(-c2ccc(F)cc2)n1 (stereo not given)	-9.0	5.5	5.3	.	70.3	.	-1.0	-18.8	69.7	4.0
C=CCNc1ccc(F)c(F)c1N1CCCCCC1=O	.	-5.7	1.2	-0.5	95.4	1.2	-0.1	-34.3	105.7	2.6
c1ccc(-c2ccc(-c3nc(-c4cccnc4)no3)cc2)cc1	8.9	6.0	5.2	-0.7	80.9	-21.6	-0.6	-31.8	79.0	8.2
O=C(c1cc(-c2ccncc2)nc2ccc(Cl)cc12)N1CCN(C(=O)C2CCCO2)CC1 (stereo not given)	-16.0	2.0	4.5	-0.5	92.3	-4.2	-3.7	-7.3	75.6	5.7
CCOc1cc(S(=O)(=O)N2CCC(C(N)=O)CC2)ccc1F	46.3	8.4	0.2	-0.2	96.1	2.4	-0.3	-48.1	101.1	3.1
N#C/C(=C/c1ccccc1[N+](=O)[O-])c1nc(C2CC2)cs1	.	5.3	1.6	.	84.8	-1.4	-4.5	-53.9	75.6	9.0
CCOC(=O)C1CCN(C(=O)COc2ccc(Br)cc2)CC1	-3.8	-4.5	0.7	1.0	105.5	2.5	3.2	-29.8	104.3	11.9
(continued)
SMILES	E-sel TNF inh	GALR2 antag	NPY-Y2 antag	Phagocyt inh	HCT116 bCat-KO	Yeast life ext	MRP-1 activ	Yeast growth inh	HCT116 PTEN-null	Measles CPE
CC(Oc1cc(-c2ccccc2)cc2ccccc12)C(=O)N1CCOCC1 (stereo not given)	-19.2	5.4	5.2	1.1	89.7	-6.6	-1.5	-39.9	77.9	35.3
Cc1ccc(N2CCN(C(=O)c3ccccc3)CC2)c(C)c1	13.2	-5.9	6.1	1.0	66.3	-8.8	2.2	-32.4	78.2	2.9
O=c1c2c(n3cnnc3n1-c1ccccc1)-c1ccccc1CC21CCCCC1	-51.8	-1.6	2.3	.	96.1	10.1	-3.8	-40.8	91.9	8.3
Cc1ccc(-c2noc(CCCC(=O)N3CCOCC3)n2)cc1	-3.9	6.0	1.9	-0.3	88.2	-4.1	1.0	-23.7	76.4	14.1
CCOc1ccc(C(=S)N2CCOCC2)cc1OCC	21.8	-9.6	3.5	-0.2	100.8	-4.5	-0.2	-1.9	100.6	3.7
Cc1ccc(S(=O)(=O)N2CCC(=O)N(C(CO)C(C)C)CC2)cc1 (stereo not given)	.	1.8	1.4	.	96.0	1.5	-1.8	-29.1	98.9	5.3
O=c1c(-c2ccc3c(c2)OCCO3)coc2cc(O)cc(O)c12	-3.5	-6.5	8.1	0.7	83.2	-12.2	0.5	10.8	80.6	15.3
COc1ccc(NC(=O)C2CCN(c3cc(-c4ccccc4)nc4ncnn34)CC2)cc1OC	13.5	18.0	-0.9	-2.7	65.8	7.0	-0.8	-10.6	69.3	14.0
Cc1ccc2nc(SCc3cn4c(C)cc(C)nc4n3)[nH]c2c1	-8.6	-5.2	7.4	-8.7	94.1	2.1	0.0	-16.7	108.6	15.7
CCC(=O)Nc1nc2nc(C)cc(=O)n2[nH]1	-13.8	0.6	1.2	1.0	93.6	-5.3	-0.9	0.8	106.0	7.9
COc1cc(C(=O)N/N=C\c2ccccc2)c([N+](=O)[O-])c(OC)c1OC	1.6	11.9	-0.4	.	92.2	.	-1.2	-41.6	100.0	7.6
COc1ccc(NC(=O)/C(C#N)=C\c2cc(C)n(-c3ccc4c(c3)OCO4)c2C)cc1	.	-19.1	3.1	3.5	51.1	2.0	-1.4	-72.8	59.6	4.4
O=C(NCc1ccco1)C1CCCN(S(=O)(=O)c2ccccc2)C1 (stereo not given)	37.1	-1.6	1.2	0.5	91.5	-8.0	0.3	-7.9	92.8	32.3
O=C(CSCc1ccccc1)N1CCN(c2cccc(C(F)(F)F)c2)CC1	.	-7.5	5.3	0.1	87.9	0.8	-2.1	-61.6	90.0	3.7
CCN(CC)C(=O)c1c(NC(=O)c2ccccc2)sc(C)c1C	3.7	-4.1	4.2	-0.3	91.6	-2.2	-1.0	-43.1	95.9	2.5
FC(F)(F)c1cc(-c2ccco2)nc(N2CCN(Cc3ccccc3)CC2)n1	.	-6.2	0.9	.	85.8	-13.7	-0.1	-27.0	83.4	11.8
O=C(O)CSC1=NC(=Nc2ccc(Cl)cc2)C2(CCCCC2)N1c1cccc(C(=O)O)c1	-11.9	4.8	1.4	-0.1	87.9	-0.6	-0.2	-23.1	92.3	27.1
Cc1ccccc1-n1ncc2c(SCC(=O)N3c4ccccc4CC3C)ncnc21 (stereo not given)	-5.8	-2.9	10.3	.	67.2	-5.5	-0.2	-2.6	63.1	20.6
Fc1ccc(COc2ccccc2C(=S)N2CCCC2)cc1	.	2.5	3.3	-2.2	98.5	10.4	-1.8	17.5	91.0	4.9
CCOC(=O)CN(C(=O)CSc1nnc2c(n1)[nH]c1ccccc12)c1ccccc1	.	0.1	1.2	-2.2	83.4	-4.5	-1.6	-16.5	89.2	18.4
CCOC(=O)CSc1nc(C)cc(=O)[nH]1	7.8	32.1*	-2.3	1.5	86.6	-13.0	1.4	14.6	92.9	3.9
O=C1NC2(CCOc3ccccc32)C(=O)N1CC(=O)N(Cc1ccccc1)C1CCS(=O)(=O)C1 (stereo not given)	1.1	4.4	0.4	2.3	94.7	-31.8	-1.8	-39.1	95.1	6.8
Cc1ccc(C)c(N2C(=O)CS/C2=N\NC(=O)c2ccccc2Cl)c1	11.6	12.0	0.2	-0.8	91.8	24.9	0.2	-70.7	106.8	5.9
O=C(NC1CCCC1)C(c1ccc(F)cc1)N(Cc1ccccc1Cl)C(=O)CCl (stereo not given)	.	15.2	-1.5	-8.6	60.8	4.8	-5.0	-19.4	64.1	6.3
Cc1ccccc1NC(=O)COC(=O)/C=C/c1cccc(C(F)(F)F)c1	-10.8	-6.8	2.4	-0.2	93.7	-0.2	-0.9	-14.0	93.3	8.3
Later entries:
SMILES	E-sel TNF inh	GALR2 antag	NPY-Y2 antag	Phagocyt inh	HCT116 bCat-KO	Yeast life ext	MRP-1 activ	Yeast growth inh	HCT116 PTEN-null	Measles CPE
Cc1csc(NC(=O)C(F)(F)F)n1	.	-0.8	-0.8	-2.8	94.3	12.0	-2.1	-31.5	89.5	5.1
CS(=O)(=O)N(CC(=O)N1CCCC1)c1cc(Cl)c(Cl)cc1Cl	-9.5	-5.2	1.9	0.0	94.8	-12.7	-0.1	23.6	92.6&91.8	2.1
COc1ccc(/C=N/NC(=O)CCCOc2ccc(Cl)cc2Cl)cc1	.	5.9	5.8	-0.3	91.9	-2.0	-0.7	-49.5	94.7	5.2
CC(=O)OCCc1c(C)nc2nc[nH]n2c1=O	-13.1	-7.0	4.3	-0.5	104.0	-7.2	-0.8	-39.2	85.7	12.6
O=C(Nc1ccccc1)c1ccc(Br)o1	.	4.6	0.8	.	99.7	-5.8	-0.2	-40.2	99.6	3.9
N#CC1=C(C2CC2)CC(c2ccccc2)C(C#N)=C1N (stereo not given)	3.9	-1.6	4.1	-0.3	71.2	-22.1	-2.7	-8.3	71.6	0.0
COc1ccc(CNc2nc3nc(C)cc(C)n3n2)cc1	3.8	0.5	-0.7	.	93.2	-17.3	-1.5	-29.1	98.6	8.6
CCc1ccc(-c2nc(CN3CCC(C(=O)N4CCN(c5ccccc5)CC4)CC3)c(C)o2)cc1	7.7	-4.0	31.1*	0.9	2.0*	-3.0	-5.0	-16.7	2.4*	6.4
CS(=O)CCC(NS(=O)(=O)c1ccccc1)C(=O)O (stereo not given)	-27.1	5.0	6.5	-0.1	92.2	-5.3	-0.1	-8.9	95.2	7.2

Source: PubChem (several laboratories)
